CCHFV vOTU inh – CCHFV vOTU protease inhibition. 0.55% of 370,000 active. Pep-AMC fluorescence. AID 651958. inhibition, % at 11.5 µM; note: 0% = vehicle wells with enzyme and 100% = no enzyme wells
Mtb UGM inh – Mtb UDP-galactopyranose mutase inhibition. purified UGM, fluorescence polarization probe displacement. P9WIQ1. inhibition, % at 10 µM. 0.06% of 320,000 active. AID 504406; in the data active = inhibition above about 10%, passing the limit was not always enough; inconclusive = no clear call, values can overlap the other calls
GDH-TPI counter – GDH-TPI coupled enzyme inhibition counter-screen | AID 588335 | GDH-TPI coupled enzyme counterscreen, NADH absorbance | inhibition, % at 4.8 µM | 1.2% of 360,000 active;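 note: 0% = DMSO wells and 100% = wells lacking the enzyme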
BoNT F protease – BoNT F light chain protease inhibition. 0.22% of 360,000 active. inhibition, % at 10 µM. Multiplex microsphere protease cleavage assay, flow cytometry; in the data active = inhibition above about 35%, passing the limit was not always enough; inconclusive = no clear call, values can overlap the other calls; note: plate controls were buffer without enzyme for full effect and enzyme alone for no effect
DUSP3 inh – blocks human VHR1 dual specificity phosphatase | recombinant VHR phosphatase, pNPP absorbance | inhibition, % at 13.3 µM | 0.52% of 290,000 active; in the data active = inhibition above about 50%; note: some compounds called inactive have numbers as strong as hits
Target sequence (P51452 whole entry, looked up): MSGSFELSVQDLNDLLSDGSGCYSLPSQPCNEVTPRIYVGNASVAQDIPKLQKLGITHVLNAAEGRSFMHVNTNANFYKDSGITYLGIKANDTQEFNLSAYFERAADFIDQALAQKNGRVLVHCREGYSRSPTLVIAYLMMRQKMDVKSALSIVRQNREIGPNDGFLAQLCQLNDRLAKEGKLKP
MazF activator – activators of E. coli MazEF toxin-antitoxin RNase. P0AE70. FAM/BHQ RNA-DNA oligo cleavage fluorescence, 5 h. activation, % at 20 µM. 0.32% of 350,000 active. AID 504720; in the data active = activation above about 50%
Target sequence (P0AE70 whole entry, looked up): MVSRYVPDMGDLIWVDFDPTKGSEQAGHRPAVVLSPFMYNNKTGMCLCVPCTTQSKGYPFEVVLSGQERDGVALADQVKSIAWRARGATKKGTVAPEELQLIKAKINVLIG
Mtb FBA inh – inhibits M. tuberculosis FBA enzyme. P9WQA3. purified M. tuberculosis FBA, fluorescence read-out. inhibition, % at 1 µM. 2.3% of 360,000 active. AID 588726; in the data active = inhibition above about 27%;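 note: 0% = vehicle and 100% = reference inhibitor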
Target sequence (P9WQA3 whole entry, looked up): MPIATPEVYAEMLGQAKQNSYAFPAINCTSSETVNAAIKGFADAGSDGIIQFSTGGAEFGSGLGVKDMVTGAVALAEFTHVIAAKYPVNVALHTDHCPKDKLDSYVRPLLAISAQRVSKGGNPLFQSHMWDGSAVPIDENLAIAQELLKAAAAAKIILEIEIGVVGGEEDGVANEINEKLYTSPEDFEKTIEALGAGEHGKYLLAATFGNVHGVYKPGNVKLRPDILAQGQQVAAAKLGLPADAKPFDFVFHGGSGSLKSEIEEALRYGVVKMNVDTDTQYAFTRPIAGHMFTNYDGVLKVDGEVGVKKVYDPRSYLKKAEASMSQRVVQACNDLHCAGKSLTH
FadD28 FP inh – M. tuberculosis FadD28 bisubstrate binding inhibition; FadD28 bisubstrate probe binding, fluorescence polarization; 0.22% of 360,000 active; AID 588549; inhibition, % at 12.5 µM; in the data active = inhibition above about 8.5%, passing the limit was not always enough; inconclusive = no clear call, values can overlap the other calls
BioA inh – inhibitors of Mycobacterium tuberculosis BioA enzyme; 0.096% of 360,000 active; inhibition, % at 9.99 µM; AID 602481; purified M. tuberculosis BioA enzyme, plate reader; in the data active = inhibition above about 40%; inconclusive = no clear call, values can overlap the other calls
Rv3671c inh – inhibits the M. tuberculosis serine protease Rv3671c; P9WHR9; inhibition, % at 5.96 µM; 0.048% of 320,000 active; in the data active = inhibition above about 38%;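 note: extracellular domain of Rv3671c used as enzyme; 0% = enzyme with DMSO and 100% = no enzyme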
Target sequence (P9WHR9 whole entry, looked up, the tested form may be a part): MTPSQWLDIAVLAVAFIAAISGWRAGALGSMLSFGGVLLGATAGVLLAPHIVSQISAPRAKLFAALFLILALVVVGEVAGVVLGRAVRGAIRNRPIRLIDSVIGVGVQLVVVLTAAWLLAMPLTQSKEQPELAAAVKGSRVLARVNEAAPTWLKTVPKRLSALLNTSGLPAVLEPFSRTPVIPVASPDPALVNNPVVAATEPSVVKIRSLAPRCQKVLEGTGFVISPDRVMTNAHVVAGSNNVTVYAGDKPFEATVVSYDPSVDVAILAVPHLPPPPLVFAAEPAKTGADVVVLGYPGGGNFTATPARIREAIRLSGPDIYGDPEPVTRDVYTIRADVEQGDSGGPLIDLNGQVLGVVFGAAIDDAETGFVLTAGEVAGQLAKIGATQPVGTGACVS
The depositor's hits bear a star; ? = inconclusive; · = not tested or not shown. Cut-off read from the data, not from the text of the source, unless noted: active = inhibition above about 30%; inactive = the rest. Compounds as they come; 4.9% or so of the library scored in one or more.

Under each structure: CCHFV vOTU inh | Mtb UGM inh | GDH-TPI counter | BoNT F protease | DUSP3 inh | MazF activator | Mtb FBA inh | FadD28 FP inh | BioA inh | Rv3671c inh
O=C(CSc1cccc[n+]1[O-])Nc1cc(S(=O)(=O)N2CCOCC2)ccc1N1CCOCC1
→ -8 | -0.6 | -11 | 0 | 5 | -2 | 2 | -1.6 | · | -2
CC(C)=CC(=O)Nc1ccc(Br)cc1
→ -2 | -1.2 | -6 | 0 | -2 | -5 | 0 | -3.5 | · | -1
O=C(CCl)Nc1cn(-c2ccccc2)nc1-c1ccccc1
→ -6 | -1.4 | -4 | 2 | -11 | 7 | 3 | -3.7 | 0.2 | -3
CCCCCCC[C@H](N)[C@H](O)C(=O)N(C)[C@@H](CCS(C)=O)C(=O)N[C@@H](Cc1ccc(O)cc1)C(=O)N[C@@H](Cc1ccc(O)cc1)C(=O)O (some centres not stated)
→ 0 | -1.8 | 9 | -2 | 10 | 2 | 7 | -1.7 | -0.2 | 0
Cn1c(O)c(/C=N/Nc2ccccc2)c(=O)n(C)c1=O
→ 6 | -0.9 | 9 | -13 | 7 | -6 | -7 | -0.2 | · | -7
CCN(CC)CC(C)OC(=O)COc1ccc(OC)cc1 (configuration not stated)
→ -9 | -0.4 | 5 | -5 | 4 | 3 | 4 | -2.8 | -0.5 | -1
COc1ccc(S(=O)(=O)N2CCOC2CNC(=O)C(=O)NCc2ccc3c(c2)OCO3)cc1 (configuration not stated)
→ 7 | 0.5 | 2 | 5 | 30 | 5 | 0 | -1.4 | -2.8 | -9
NC(=O)CC[C@H](NC(=O)c1ccc(F)cc1)C(=O)OCC(=O)Nc1ccc(N2CCOCC2)cc1
→ 1 | -2.1 | 0 | -3 | -1 | -8 | 0 | -1.0 | · | 3
Cc1c(CNC2CCCC(C)C2C)c(C(=O)O)c(C)n1Cc1ccccc1 (configuration not stated)
→ 13 | -2.3 | -6 | -2 | -2 | 2 | -5 | -3.2 | -0.2 | -12
Cc1ccc(S(=O)(=O)N2CCC(C(=O)OCCOc3cccc(C)c3)CC2)cc1
→ -2 | -2.5 | 0 | 5 | · | -1 | -3 | · | -2.0 | -2
CN1CCN(CC(=O)N/N=C/c2ccc(F)c(F)c2)CC1
→ -7 | 1.5 | -1 | 7 | -7 | 1 | 5 | -1.6 | 0.8 | 12
C=CCN1C(=O)c2ccc(C(=O)OCC(=O)Nc3ccccc3OC)cc2C1=O
→ 32* | -0.9 | 4 | -13 | · | 3 | -1 | -1.0 | 0.3 | 4
CCOc1cc(/C=N/Nc2ccccc2Cl)ccc1OCC(=O)O
→ 6 | -2.1 | 6 | 0 | -20 | -2 | -1 | 0.3 | 1.9 | -2
CCOC(=O)CSc1nc2sc3c(c2c(=O)[nH]1)CC(C)(CC)OC3 (configuration not stated)
→ -4 | 4.5 | -3 | -26 | 15 | -3 | 1 | -4.6 | -0.9 | -14
COc1ncccc1-c1nnn(-c2ccccc2)n1
→ 3 | -2.2 | 8 | -2 | 14 | -2 | 1 | 0.1 | 0.5 | -2
Clc1cccc(/C=N/Nc2nc(Cl)nc3ccccc23)c1
→ -2 | 1.7 | 14 | -14 | 10 | -2 | 5 | -3.5 | 1.7 | 5
COC(=O)c1c(SCC(=O)Nc2ccc(C)c(C)c2)nc(=O)[nH]c1C
→ -11 | 0.1 | 0 | -2 | 4 | 6 | 0 | -4.4 | 0.1 | 10
COc1ccc(CCNC(=O)COC(=O)C2CCCCC2)cc1
→ 3 | 0.9 | 10 | 2 | 8 | -1 | 0 | 1.2 | · | 7
COc1ccc(-c2nc3ccc(Br)cn3c2Cc2cccc(F)c2)cc1OC
→ 3 | · | · | 7 | · | · | 4 | -4.7 | 2.8 | ·
O=C(O)c1ccc2c(=O)n3c(nc2c1)/C(=C/c1ccc(Cl)c(Cl)c1)CC3
→ -5 | 1.1 | 1 | 10 | 18 | -3 | 1 | -9.9 | 14 | -12
Cc1ccc(NC(=O)CN2CCc3cc4c(cc3C2)OCCCO4)cc1C
→ 19 | -2.1 | 2 | 7 | 10 | 5 | -4 | -1.7 | 0.1 | 0
CC(=O)Nc1ccc(NC(=O)c2ccc(CSc3ccccc3)o2)cc1
→ -4 | -0.9 | 9 | 10 | 2 | 5 | 1 | -0.9 | · | 0
COc1ccc(-c2nc(C#N)c(NCCc3ccccc3)o2)cc1OC
→ -36 | 1.7 | 20 | -8 | 4 | -3 | 102* | -0.8 | 0.0 | -1
CCOC(=O)c1c(O)cc(C)cc1Nc1ccccc1
→ 4 | 0.2 | 2 | ? | 10 | -2 | 3 | -1.3 | -1.6 | 4
COc1ccc(S(=O)(=O)CC(O)CN2CCCC2=O)cc1 (configuration not stated)
→ 6 | 1.0 | -8 | 0 | -2 | 7 | 0 | -3.9 | · | 6
O=C(NCCCCc1ccccc1)C1CCCC1
→ -7 | -1.7 | 8 | -12 | -6 | -1 | 5 | -2.1 | -2.3 | 9
COc1ccc2[nH]c(=O)c(CN(C(=O)c3cccnc3)c3cc(C)ccc3C)cc2c1
→ -19 | 0.6 | -8 | -82 | 5 | 1 | 12 | -3.9 | · | -7
COc1ccc2ccc3c(c2c1)N=CC1(O3)N(C)c2ccccc2C1(C)C (configuration not stated)
→ · | 0.8 | -12 | -19 | 13 | 1 | 22 | -2.8 | 0.6 | -168
O=c1ccn(CCc2c[nH]c3ccccc23)c2c1CCCC2
→ -9 | -0.2 | 6 | -6 | 26 | -2 | 0 | -0.1 | -1.2 | -2
Cc1sc2nc(CN(C(=O)NCc3ccccc3)C3CCCC3)[nH]c(=O)c2c1C
→ 4 | 2.4 | 5 | 13 | -3 | 2 | 4 | 0.5 | 0.3 | -1
Nc1nonc1-n1nnc(C(=O)N/N=C/c2ccncc2)c1CSc1ccccc1
→ -2 | 2.4 | 2 | -5 | 5 | 15 | 3 | -2.0 | -0.4 | -12
Cc1ccc(S(=O)(=O)CCC(=O)Nc2nnc(CC(C)C)s2)cc1
→ 3 | · | 2 | · | · | 3 | 0 | 0.1 | · | 8
Cc1ccc(NC(=O)C2(C)CCN2C(=O)Cc2cc(F)ccc2F)cc1 (configuration not stated)
→ 6 | · | -16 | 2 | · | · | 0 | -10 | 0.7 | ·
Cc1sc(NC(=O)CSc2nnnn2C(C)C)c(C#N)c1C
→ 27 | 0.6 | 11 | -13 | 21 | 12 | 1 | -1.6 | · | -3
CC(C)c1ccc(NC2CCCN(C(=O)c3ccccc3-c3ncc[nH]3)C2)cc1 (configuration not stated)
→ 9 | 4.0 | -9 | -12 | 57* | 9 | -5 | -1.6 | 0.7 | 7
CCCNC(=O)C1CC(c2ccccc2C(F)(F)F)=NO1 (configuration not stated)
→ 2 | -3.8 | 4 | -5 | · | 2 | 0 | -3.2 | -1.0 | -1
COc1cc(-c2n[nH]c(=S)n2C(C)c2ccccc2)cc(OC)c1OC (configuration not stated)
→ -9 | 1.5 | 0 | ? | 15 | 5 | -1 | -2.9 | 64* | -6
COc1cc(S(=O)(=O)N(Cc2ccco2)C2CCCC2)ccc1-n1cnnn1
→ 3 | 0.3 | 4 | -3 | 10 | -3 | -1 | -4.9 | 1.6 | 4
COc1ccc(CCC(=O)NCCS(=O)(=O)N2CCN(c3ccccc3OC)CC2)cc1
→ 6 | -0.6 | 9 | 1 | 24 | 7 | -1 | -4.1 | -1.7 | 6
CCC1(c2ccc(F)cc2)NC(=O)N(CC(=O)NC2CC2)C1=O (configuration not stated)
→ 0 | -1.1 | -5 | -2 | · | 12 | -2 | -1.7 | -0.6 | 5

Overlap with the part before: 2 compounds; new compounds follow.
Under each structure: CCHFV vOTU inh | Mtb UGM inh | GDH-TPI counter | BoNT F protease | DUSP3 inh | MazF activator | Mtb FBA inh | FadD28 FP inh | BioA inh | Rv3671c inh
COc1ccc(CCC(=O)NCCS(=O)(=O)N2CCN(c3ccccc3OC)CC2)cc1
→ 6 | -0.6 | 9 | 1 | 24 | 7 | -1 | -4.1 | -1.7 | 6
CCC1(c2ccc(F)cc2)NC(=O)N(CC(=O)NC2CC2)C1=O (configuration not stated)
→ 0 | -1.1 | -5 | -2 | · | 12 | -2 | -1.7 | -0.6 | 5
Cn1c(O)c(C2=NN(C(=O)CCl)C(c3ccccc3)C2)c(=O)n(C)c1=O (configuration not stated)
→ 5 | 0.5 | 17 | ? | 9 | 6 | 3 | -0.8 | 0.7 | 2
O=C(NNC(=O)c1ccc(NC(=O)c2ccccc2)cc1)Nc1ccccc1
→ 6 | -1.3 | 4 | -1 | 5 | 10 | -2 | -2.3 | · | -8
O=C(COc1ccccc1Cl)Nc1ccc2c(c1)OCCO2
→ 9 | -1.0 | -4 | 1 | 8 | -1 | 1 | -2.9 | -1.2 | -2
Cc1cccc(C2CC(c3ccccc3)Nc3nc(N)nn32)c1 (configuration not stated)
→ -4 | -3.3 | 7 | -1 | 2 | 13 | 5 | 0.2 | -0.5 | -3
COc1ccc(-c2cc(C(F)(F)F)nc(SCC(=O)Nc3sc4c(c3C#N)CCC4)n2)cc1
→ · | 0.8 | 23 | -7 | 5 | -2 | 1 | 0.0 | · | -9
C=CCN(C(=O)CNS(=O)(=O)c1ccccc1)C(C(=O)NCCOC)c1ccncc1 (configuration not stated)
→ 5 | 1.9 | -1 | 13 | 2 | -1 | 0 | 3.0 | -4.5 | -8
COc1cc(C(C(=O)NC(C)(C)C)N(C(=O)CNC(=O)c2cccs2)c2ccc(C(C)C)cc2)cc(OC)c1OC (configuration not stated)
→ -1 | · | 1 | 0 | 2 | 1 | -4 | -1.3 | -1.2 | ·
Cc1ccccc1CCN(C(=O)Cn1nnc2ccccc21)C(C(=O)NCC1CCCO1)c1nc2ccccc2n1C (configuration not stated)
→ -11 | -0.8 | 9 | 4 | -4 | 6 | 0 | 0.3 | · | -11
Cn1cc(Cl)c(C(=O)Nc2nc3ccccc3s2)n1
→ 6 | -0.1 | 5 | -3 | 17 | 8 | 1 | 0.1 | -1.0 | 1
O=C(NCC(=O)N(c1ccccc1)C(C(=O)NC1CCCC1)c1cccnc1)c1cccs1 (configuration not stated)
→ -4 | 0.6 | 13 | -10 | 53* | -2 | 2 | -1.1 | -1.1 | -8
CCOC(=O)c1c(S(=O)(=O)NCCc2ccco2)c(C)n(C)c1C
→ 15 | 0.5 | 3 | -1 | 13 | 14 | 0 | -2.9 | -1.1 | -2
CCCN1C2CCCC1CC(NC(=O)c1ccc(Br)cc1)C2 (configuration not stated)
→ 4 | -3.2 | -3 | ? | -5 | 5 | -1 | 0.8 | 1.8 | 10

In the list so far, these contain an aryl thioether with sulfur outside any ring:
Under each structure: CCHFV vOTU inh | Mtb UGM inh | GDH-TPI counter | BoNT F protease | DUSP3 inh | MazF activator | Mtb FBA inh | FadD28 FP inh | BioA inh | Rv3671c inh
O=C(CSc1cccc[n+]1[O-])Nc1cc(S(=O)(=O)N2CCOCC2)ccc1N1CCOCC1
→ -8 | -0.6 | -11 | 0 | 5 | -2 | 2 | -1.6 | · | -2
CCOC(=O)CSc1nc2sc3c(c2c(=O)[nH]1)CC(C)(CC)OC3 (configuration not stated)
→ -4 | 4.5 | -3 | -26 | 15 | -3 | 1 | -4.6 | -0.9 | -14
COC(=O)c1c(SCC(=O)Nc2ccc(C)c(C)c2)nc(=O)[nH]c1C
→ -11 | 0.1 | 0 | -2 | 4 | 6 | 0 | -4.4 | 0.1 | 10
CC(=O)Nc1ccc(NC(=O)c2ccc(CSc3ccccc3)o2)cc1
→ -4 | -0.9 | 9 | 10 | 2 | 5 | 1 | -0.9 | · | 0
Nc1nonc1-n1nnc(C(=O)N/N=C/c2ccncc2)c1CSc1ccccc1
→ -2 | 2.4 | 2 | -5 | 5 | 15 | 3 | -2.0 | -0.4 | -12
Cc1sc(NC(=O)CSc2nnnn2C(C)C)c(C#N)c1C
→ 27 | 0.6 | 11 | -13 | 21 | 12 | 1 | -1.6 | · | -3
COc1ccc(-c2cc(C(F)(F)F)nc(SCC(=O)Nc3sc4c(c3C#N)CCC4)n2)cc1
→ · | 0.8 | 23 | -7 | 5 | -2 | 1 | 0.0 | · | -9

High-throughput results deposited in PubChem BioAssay by several laboratories.
